# Compound activity from PubChem BioAssay.
# HTT cytoprotect = cytoprotection in Huntington HTT-Q103 PC12 cell model; Potency, µM (top dose mostly 56.4 µM), for inactives: cytoprotection (ATP increase), usual class: activators; 230,000 compounds, 0.14% hits; PC12 HTT-Q103 induced, cytoprotection, ATP luminescence, 40 h;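 also: potency is read from the fitted curve at half-maximal effect; % of control where 0% means no effect; nearly all actives have a fitted effect of over 45% in size; toxic huntingtin expression switched on by the ecdysone agonist tebufenozide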
#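 Compounds were screened for protection of PC12 cells against cell death after tebufenozide induction (100 nM final) of mutant Huntingtin exon 1 (Q103) fused to GFP.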
# CBFb RUNX1 block = CBF-beta/RUNX1 interaction disruption | Potency, µM (top dose mostly 59.8 µM), without a hit: at the top dose activity, negative = inhibition, most hits filed as inhibitors | AlphaScreen CBFb-His/RUNX1-biotin binding, biochemical | Q01196+Q13951 | 230,000 tested, under 10 active | AID 1477; also: % of control where 0% means no effect
# Target sequence (Q01196 whole entry, looked up): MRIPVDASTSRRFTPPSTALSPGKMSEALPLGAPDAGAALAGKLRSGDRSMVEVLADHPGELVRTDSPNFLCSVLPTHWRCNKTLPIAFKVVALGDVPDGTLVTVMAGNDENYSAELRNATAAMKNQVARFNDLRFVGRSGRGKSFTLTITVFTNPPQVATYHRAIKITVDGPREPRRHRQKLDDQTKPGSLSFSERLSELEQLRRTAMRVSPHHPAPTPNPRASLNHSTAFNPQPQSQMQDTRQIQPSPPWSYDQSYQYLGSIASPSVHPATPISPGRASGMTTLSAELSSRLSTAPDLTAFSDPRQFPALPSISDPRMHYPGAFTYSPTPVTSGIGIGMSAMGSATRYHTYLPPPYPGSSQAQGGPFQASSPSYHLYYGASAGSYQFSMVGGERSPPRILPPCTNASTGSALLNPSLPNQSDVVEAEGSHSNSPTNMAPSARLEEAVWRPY
# Target sequence (Q13951 whole entry, looked up): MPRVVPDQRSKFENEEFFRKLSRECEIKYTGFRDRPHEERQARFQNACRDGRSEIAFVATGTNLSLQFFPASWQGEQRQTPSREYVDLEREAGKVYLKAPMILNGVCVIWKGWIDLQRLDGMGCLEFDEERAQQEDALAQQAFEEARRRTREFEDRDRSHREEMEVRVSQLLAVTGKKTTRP
#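 Interaction loss through any mechanism counts as activity. Pre-formed complex of His-CBF-beta and biotin-RUNX1 (30 nM apiece) is incubated with compound 15 min, then with 50 ng nickel and 50 ng streptavidin beads for 90 min before AlphaScreen detection.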
# GAA inh = blocks human lysosomal alpha-glucosidase; P10253; purified human GAA, 4-MU-alpha-glucoside fluorescence; Potency, µM (top dose mostly 76.9 µM), without a hit: at the top dose activity change, negative = inhibition, hits mostly inhibitors; 200,000 compounds, 0.005% hits; AID 1466;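 also: potency is read from the fitted curve at half-maximal effect; plate controls were uninhibited enzyme wells for no effect and no-enzyme background for full effect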
#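 Fluorescence at Ex 365/Em 440 nm from 4-methylumbelliferone reported enzyme activity after 20 min at room temperature. Reactions used 4 nM enzyme and 400 uM substrate at pH 5.0; curves fitted with the Hill equation.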
# aGlu spleen mod = inhibitors or activators of human alpha-glucosidase in spleen homogenate. P10253. human spleen homogenate, 4-MU-alpha-glucoside fluorescence. Potency, µM (titrated, usually from 79.9 µM), for the others: at the top dose activity change, negative = inhibition, actives largely listed as inhibitors. 240,000 compounds, 0.006% hits. AID 2112;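 also: potency is read from the fitted curve at half-maximal effect; 0% = enzyme with vehicle and -100% = no enzyme basal signal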
#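 Human spleen homogenate (1 ug) incubated with compounds and 1 mM 4-methylumbelliferyl-alpha-D-glucopyranoside in pH 5.0 citrate/phosphate buffer, 37 C, 40 min. Stopped at pH 10; 4-MU fluorescence (Ex 365/Em 440 nm); AC50 by Hill fit.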
# LMNA splice mod = changes lamin A minigene splicing in HeLa cells. AID 1487. Potency, µM (doses to about 46.1 µM), without a hit: top-dose ratio change, negative = inhibition, actives largely listed as inhibitors. 200,000 compounds, 0.01% hits. HeLa LMNA splicing GFP/RFP minigene ratio, 48 h; active = well fitted inhibition curve with a large enough effect in the signal ratio, with a control signal flat, not every such curve was filed as active; inconclusive = small, poorly fitted or top-dose-only effect, or effect the other way, or a change in a side signal; the % refers to the signal ratio; also: potency is read from the fitted curve at half-maximal effect; % is scaled to controls: 0 for no effect and ±100 for the full control effect
#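 S3 HeLa stable clones carrying a lamin A-EGFP splicing minigene plus DsRed2 were seeded at 600 cells/well in Opti-MEM with 2% FBS, pin-dosed and incubated 48 h at 37°C. Acumen cytometry (488 nm) gave the GFP/RFP total-intensity ratio.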
# HttQ103 aggreg = inhibitors of mutant huntingtin aggregate formation in PC12 cells | 220,000 compounds, 1.1% hits | AID 1688 | PC12 HttQ103-GFP aggregates, Acumen cytometry, 40 h | Potency, µM (series often up to 46.1 µM), for the others: at the top dose activity change, negative = inhibition, actives largely listed as inhibitors; also: potency is read from the fitted curve at half-maximal effect; % is scaled to controls: 0 for no effect and ±100 for the full control effect; nearly all actives have a fitted effect of over 60% in size
#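 PC12/HTTQ103-GFP, ecdysone-inducible; teb 100 nM; cpd qHTS titration; GFP aggregates read on laser cytometer, Ex 488/Em 500-530 nm.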
# GAA glycogen = GAA glycogen-cleavage inhibition or activation. recombinant GAA, glycogen substrate, Amplex Red glucose oxidase fluorescence. Potency, µM (highest dose often 76.4 µM), for inactives: top-dose activity change, negative = inhibition, hits mostly inhibitors. 300,000 compounds, 0.38% hits;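 also: potency is read from the fitted curve at half-maximal effect; 0% = full enzyme reaction and -100% = no-enzyme basal signal; the screen sought inhibitors and activators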
#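 Recombinant human enzyme (4 nM); glycogen substrate; 37 C, 40 min, pH 5.0. Readout: coupled glucose oxidase/Amplex Red fluorescence.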
# An asterisk follows results filed as active; ? = inconclusive; . = no result given; [ ] = remark or other dose. Unless noted, calls follow the shape of the dose curve; as a rule, active = well fitted curve in the direction sought with a large enough effect; inconclusive = small, poorly fitted or top-dose-only effect, or another doubt; inactive = no such curve, though single readings can be large; an effect the other way counts as inactive or inconclusive. Outcome played no part in choosing rows. Share with any hit: about 1.5%.
SMILES,HTT cytoprotect,CBFb RUNX1 block,GAA inh,aGlu spleen mod,LMNA splice mod,HttQ103 aggreg,GAA glycogen
CCOC(=O)CNC(c1ccccc1)c1cc(Br)ccc1NC(C)=O (stereo not drawn),2%[10 µM],0%,6%,3%,-16%[46 µM],3%[9.22 µM],-12%
Cc1ccc(C(C)(C)C)cc1S(=O)(=O)NC(=O)c1ccccc1,-35%[inhibitor],-5%,13%,9%,?,11%,-11%
CCOC(=O)c1ccc(Oc2nc(OC)nc(N(C)C)n2)cc1,15%[10 µM],11%,-1%,-3%,-3%,-11%,5%
Nc1ccc(NS(=O)(=O)c2ccccc2)cc1,9%,1%,-1%,-4%,-2%[9.22 µM],-16%,-6%
O=c1[nH]c2cc3c(cc2cc1CN(CCc1ccccc1)Cc1nnnn1CC1CCCO1)OCO3 (stereo not drawn),-17%,2%,2%,3%,-8%,4%,16%
Cc1cnc(C(=O)OCC(=O)Nc2ccc(C)c(S(=O)(=O)N(C)C)c2)cn1,6%[10 µM],6%,.,4%,.,-2%[9.22 µM],-12%
Cc1ccc(-c2nc3s/c(=C\c4ccco4)c(=O)n3n2)cc1,-12%,-18%,-3%,-1%,?,13%,-3%
CC(NCc1ccc(-c2ccccc2)cc1)C(O)c1ccccc1 (stereo not drawn),.,-3%,-33%,-2%,?,?,6%
CC(C)(C)c1ccc(-c2nc3c(C#N)c(-c4ccc5c(c4)OCO5)ccn3n2)cc1,-13%[10 µM],8%,?,-7%,-4%,-20%,2%
O=C(/C=C/c1ccc(Br)o1)OCc1ccccc1,-11%,10%,-3%,-6%,-5%,2%,0%
O=C(CS(=O)(=O)c1ccc(Cl)c(Cl)c1)Nc1ccccc1Cl,-22%[10 µM],-5%,1%,1%,-12%,-11%,1%
Cc1ccccc1Nc1nc2nonc2nc1N1CCOCC1,17%[10 µM],1%,-6%,3%,?,19%,-1%
CCCCC(=O)Nc1ccc(S(=O)(=O)Nc2nccc(C)n2)cc1,?,-4%,5%,-2%,14%[46 µM],6%,8%
Cn1c(Cc2ccccc2)nnc1SCC(=O)NCCc1ccccc1,10%,10%,3%,0%,11%[46 µM],-12%,3%
COCCN1C(=O)/C(=C/c2cc3c(cc2Br)OCO3)NC1=S,6%[10 µM],-13%,-14%,-6%,?,2%[9.22 µM],-24%
Cn1c(CCN2CCCCC2)nc2cc(NS(=O)(=O)c3ccc(F)cc3)ccc21,10%[0.074 µM],-4%,-1%,0%,?,-6%,-3%
O=C(c1cccc(Cl)c1)N1CCN(c2ccccn2)CC1,5%,7%,-2%,0%,11%,4%,7%
Cc1cc(C)c2cc(C)c(SCC(=O)NCc3ccco3)nc2c1,-1%[10 µM],5%,14%,-2%,5%[46 µM],-4%[9.22 µM],14%
CC1C(C#N)=C(N)OC2=C1C(=O)CCC2 (stereo not drawn),0%[0.074 µM],-2%,2%,-5%,6%,-14%,-2%
CS(=O)(=O)N(CC(=O)Nc1ccccc1Sc1ccccc1)c1cccc(Br)c1,2%[10 µM],17%,-7%,-5%,?,9%,-5%
CCc1ccc(C(=O)O)cc1,10%[10 µM],4%,-7%,-6%,?,0%[9.22 µM],7%
CCN(C(=O)COC(=O)c1cn(-c2ccccc2)nc1-c1ccccc1)C1CCS(=O)(=O)C1 (stereo not drawn),-7%[10 µM],-9%,-4%,-15%,-18%[46 µM],14%,2%
CC(Sc1nc(-c2ccccc2)cc(C(F)(F)F)n1)C(=O)N1CCCC1 (stereo not drawn),10%[10 µM],-1%,-8%,-12%,-12%,12%,14%
CN(C)C(=O)c1ccc(-c2nc(N(C)Cc3ccco3)c3ccccc3n2)cc1,-25%,.,.,-8%,?,.,.
O=C(C1COc2ccccc2O1)N1CCc2ccccc2C1 (stereo not drawn),2%[10 µM],-6%,1%,5%,2%,-9%,5%
O=C(Cn1cnc2scc(-c3ccc(Cl)cc3)c2c1=O)N1CCOCC1,3%[10 µM],3%,.,7%,.,11%[9.22 µM],2%
CCOC(=O)N1CCN(C(=O)c2cc(-c3ccc(F)cc3)[nH]c2C)CC1,8%,-2%,-10%,-3%,4%,5%,3%
Cc1cc(C)n(-c2nc3c(c(=O)n(C)c(=O)n3C)n2C)n1,-12%[0.074 µM],2%,-5%,-1%,2%,7%,11%
O=C(C1=C[C@@H](c2ccc(Br)cc2)C[C@@H](OCc2ccc(CO)cc2)O1)N1CCOCC1,14%[10 µM],0%,.,-9%,.,3%[9.22 µM],13%
COCCCNC(=O)CCn1c(=O)c2ccccc2n(CC(=O)Nc2ccccc2C)c1=O,17%,6%,-13%,2%,7%,-11%,3%
Cc1cccc(CCNC(=O)c2cc(=O)[nH]c3ccc(Br)cc23)c1,7%[10 µM],3%,5%,-5%,-6%,3%,16%
O=C1c2cccnc2C(=O)N1CO,-17%,-2%,-6%,-2%,0%,7%,-4%
CCOc1cccc(C(=O)Nc2cccc(C(C)=O)c2)c1,-2%[0.074 µM],11%,3%,-5%,?,9%,-5%
COC1OC(CO)C(O)C(O)C1O (stereo not drawn),-2%,10%,-5%,-4%,13%[46 µM],-2%,-3%
Cc1ccc(Cn2cnc3c(cnn3C(C)(C)C)c2=O)cc1,-55%[inhibitor],3%,-8%,9%,.,-18%,-6%
CC(=O)NC(Cc1ccccc1)C(=O)N1CCN(C(=O)c2cccs2)CC1 (stereo not drawn),0%,6%,0%,-7%,1%,11%,-1%
CCCn1c(C)nc2c(NC(C)CCCN(CC)CC)nc(C)nc21 (stereo not drawn),14%,-5%,.,10%,.,.,.
Cc1ccc(CN2CCN(Cc3ccccc3-c3ccco3)CC2CCO)o1 (stereo not drawn),-8%[10 µM],-4%,8%,-1%,?,6%[9.22 µM],-11%
Cc1nnc(SCC(=O)NNC(=O)c2ccc(Br)cc2)n1C,-32%[10 µM],1%,7%,5%,?,-25%[9.22 µM],-3%
Cc1cc(C(=O)COC(=O)CNC(=O)c2ccco2)c(C)n1Cc1ccco1,14%[10 µM],?,-8%,-2%,3%,1%,11%

# Taken from the listing (five entries):
SMILES,HTT cytoprotect,CBFb RUNX1 block,GAA inh,aGlu spleen mod,LMNA splice mod,HttQ103 aggreg,GAA glycogen
Cc1ccc(Cn2cnc3c(cnn3C(C)(C)C)c2=O)cc1,-55%[inhibitor],3%,-8%,9%,.,-18%,-6%
CC(=O)NC(Cc1ccccc1)C(=O)N1CCN(C(=O)c2cccs2)CC1 (stereo not drawn),0%,6%,0%,-7%,1%,11%,-1%
CCCn1c(C)nc2c(NC(C)CCCN(CC)CC)nc(C)nc21 (stereo not drawn),14%,-5%,.,10%,.,.,.
Cc1ccc(CN2CCN(Cc3ccccc3-c3ccco3)CC2CCO)o1 (stereo not drawn),-8%[10 µM],-4%,8%,-1%,?,6%[9.22 µM],-11%
Cc1nnc(SCC(=O)NNC(=O)c2ccc(Br)cc2)n1C,-32%[10 µM],1%,7%,5%,?,-25%[9.22 µM],-3%

# Next results follow:
SMILES,HTT cytoprotect,CBFb RUNX1 block,GAA inh,aGlu spleen mod,LMNA splice mod,HttQ103 aggreg,GAA glycogen
O=C(Nc1ccc(Cl)c([N+](=O)[O-])c1)c1ccncc1,3%[10 µM],-2%,2%,-8%,-8%,23%,8%
O=C(CCC1CCCCC1)NCCN1C2=NC[C@H](Cc3ccc(O)cc3)N2C[C@H]1Cc1ccc(O)cc1,0%[10 µM],-16%,.,8%,.,6%[9.22 µM],-8%
Cc1nc2sc(C)c(C)c2c(=O)o1,13%,2%,-10%,2%,-6%,27%,1%
Cc1ccc(C)c(NC(=O)c2ccc(N(C)S(C)(=O)=O)cc2)c1,-5%,4%,-3%,-6%,-1%,-5%,2%
Cc1cc(C)c(NC(=O)C2CCCN2CCOC(=O)c2ccccc2)c(C)c1 (stereo not drawn),-10%[10 µM],1%,-8%,-9%,-3%,9%,-7%
O=c1c(-c2cccc(F)c2)nc2cncnc2n1Cc1ccccc1Cl,-26%,.,.,5%,-1%,.,.
Cc1ccc(O)c(CO)n1,28%[10 µM],-2%,2%[15.4 µM],-3%,.,17%[9.22 µM],7%
COc1cc([N+](=O)[O-])cc(CN2CCCCC2)c1O,0%,5%,-12%,-15%,8%,10%,-2%
COCCNC(=O)CSc1ccccc1C(=O)O,6%[10 µM],-7%,-1%,-18%,4%[46 µM],-10%,-13%
CN1C[C@@H]2C[C@@H](C3=Cc4cc(Cl)ccc4OC3)N3CCC[C@@]23C1=O,7%[10 µM],8%,-5%,1%,.,11%[9.22 µM],2%
C/C(=N\NC(=O)c1cc(C)oc1C)c1ccc(N2CCOCC2)cc1,-5%[10 µM],12%,2%,-1%,-6%[46 µM],18%,10%
CCn1cc(C(=O)O)c(=O)c2cnc(N3CCN(C(=O)Nc4cccc5ccccc45)CC3)nc21,-24%[0.074 µM],4%,-2%,-2%,4%,-1%,-1%
C=CCSc1nncn1/N=C/c1ccc(OC)cc1,-28%,1%,1%,-6%,0%,0%,4%
COc1cccc(-c2csc(/C(C#N)=C/Nc3cc4oc5ccccc5c4cc3OC)n2)c1,3%,28%,-22%,-3%,.,9%,6%
CCOC(=O)Cn1nnnc1CN(Cc1ccc(OC)cc1)Cc1cc2cc(C)cc(C)c2[nH]c1=O,6%[1.9 µM],3%,-4%,1%,6%,-12%,-2%
Cc1ccc(NC(=O)c2ncc(Cl)c(Cl)c2Cl)cc1C,-55%[inhibitor],3%,?,0%,.,-3%,0%
COC(=O)CCC(=O)Nc1ccc(NC(C)=O)cc1,-8%,-4%,-12%,-8%,-3%,8%,-2%
Fc1ccccc1-c1n[nH]c(=S)n1/N=C/c1c[nH]c2ccccc12,-2%[10 µM],1%,.,-4%,.,-29%[9.22 µM],?
CN1CCC(=NNc2ncnc3sc4c(c23)CCCC4)CC1,26%[10 µM],-14%,1%,-18%,-3%,?,?
COc1ccc(/C=N/NC(=O)CSc2nnc(C)n2-c2ccccc2)c(OC)c1OC,4%,-2%,0%,-3%,0%[0.0737 µM],-12%,0%
CC(C)(C)c1ccc(/C=N/NC(=O)Cc2c[nH]c3ccccc23)cc1,-30%,6%,?,-14%,-6%,-8%,-8%
O=C1CC(c2ccccc2)CN1C(=O)c1cncc(Br)c1 (stereo not drawn),-18%[10 µM],-7%,6%,5%,.,-7%[9.22 µM],7%
CCC1SC2=NC(C)=C(C(=O)OCCOC)C(/C=C/c3ccccc3OC)N2C1=O (stereo not drawn),-26%,16%,5%,13%,28%,-4%,-14%
